Source: PubChem
RSV antiviral HEp-2: RSV antiviral activity via CPE protection, HEp-2 cells, primary 10 µM value included (AID 2391); HEp-2 cells, RSV-induced CPE inhibition; higher % means a stronger effect; one-dose CPE inhibition, % at 10 µM; IC50 in µM for titrated hits; actives 0.13% (n = 310,000); in the data active means a potency from the dose series; inconclusive means CPE inhibition mostly from about 23% at the one dose, without a potency; inactive means the rest, 99 in 100 with CPE inhibition below about 21%; further: strong numbers were not always called active
human PMI inhibitors: human PMI inhibitors, high substrate, primary screen, biochemical, fluorescence intensity, high mannose 6-phosphate (AID 1220). recombinant PMI enzyme, coupled fluorescence intensity; higher % means a stronger effect. Mannose-6-phosphate isomerase (Homo sapiens). actives 0.66% (n = 190,000). one-dose inhibition, % at 20 µM; IC50 in µM for titrated hits
Salmonella PhoP GFP: inhibitors of PhoP regulon expression, primary screen, Salmonella Typhimurium, GFP reporter (AID 1863); inhibition, % at 50 µM; hits with a dose series show IC50 in µM; S. Typhimurium PhoP-regulated promoter GFP reporter, 4 h; higher % means a stronger effect; actives 0.16% (n = 300,000);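 active means inhibition over 29.93%, a cutoff 3 SD above the screen mean, later confirmed by dose response; inconclusive means inhibition over 29.93% but no dose response follow-up; inactive means inhibition at most 29.93% or unconfirmed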;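 further: 0% = low Mg2+ inducing control and 100% = high Mg2+ repressing control; strong numbers were not always called active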
Large T inhibition: SV40 large T antigen inhibitors, biochemical (AID 1903). actives 0.39% (n = 310,000). inhibition, % at 20 µM; hits with a dose series show IC50 in µM. SV40 large T antigen ATPase/helicase inhibition assay; higher % means a stronger effect; in the data active means a potency from the dose series; inconclusive means inhibition mostly from about 32% at the one dose, without a potency; inactive means the rest, 99 in 100 with inhibition below about 32%; further: strong numbers were not always called active
Insulin prom up: insulin promoter activators in MIN6 cells, imaging, high-content screening, mouse beta cells | MIN6 insulin promoter-GFP reporter; hits give high values | actives 0.3% (n = 190,000) | AID 1625, 2009 | z-score at 5 µM;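 active means z-score above 3 at 5 µM with at least 500 cells counted in the well; inconclusive means wells under 500 cells, flagged as cytotoxic or low count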
TNAP activation fold: human TNAP enzyme activators, primary screen, biochemical, luminescent, no phosphate acceptor, uHTS (AID 1001) | purified TNAP, luminescent activation assay, no phosphate acceptor; higher activation fold means a stronger effect | activation fold at 20 µM, or EC50 in µM where a hit was titrated | actives 0.03% (n = 200,000); in the data active means activation fold from about 3, or a potency from the dose series; inactive means the rest, 99 in 100 with activation fold below about 1.6; further: many of its hits are not listed in these tables
ER stress rescue: rescue of cells from ER stress-induced death, primary screen, 384-well, CSM14.1, thapsigargin, ATP luminescence (AID 1222) | CSM14.1 thapsigargin-induced death rescue, ATP luminescence; higher % means a stronger effect | cellular ATP content (survival), % at 20 µM, or EC50 in µM where a hit was titrated | 190,000 tested, under 10 active;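 active means EC50 below 50 µM in the dose-response confirmation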;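 further: death triggered by thapsigargin at about 15 µM added after 2 h compound pretreatment; cell ATP read after overnight thapsigargin exposure of roughly 18 to 22 hours; normalized against plate controls of thapsigargin alone and 5% DMSO vehicle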
human PMI inhibition: inhibitors of human PMI, primary screen, biochemical, fluorescence intensity, coupled assay (AID 1209) | Mannose-6-phosphate isomerase (Homo sapiens) | purified PMI enzyme, coupled fluorescence intensity; higher % means a stronger effect | inhibition, % at 20 µM, or IC50 in µM where a hit was titrated | actives 0.42% (n = 190,000);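 further: plate controls were DMSO vehicle for no effect and wells lacking substrate for full effect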
West Nile antiviral: West Nile virus antiviral activity, cell-based, CPE readout (AID 1621); West Nile virus-infected cells, CPE inhibition; higher % means a stronger effect; one-dose CPE inhibition, % at 10 µM; IC50 in µM for titrated hits; actives 0.02% (n = 290,000); in the data active means a potency from the dose series; inconclusive means CPE inhibition mostly from about 3.7% at the one dose, without a potency; inactive means the rest, 99 in 100 with CPE inhibition below about 2.2%; further: strong numbers were not always called active
Insulin prom up cell count: further read-out of Insulin prom up, marked with its call; cell count; measured here: cytotoxicity, nuclei count;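 total cells summed across four imaged fields per well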
Numbers without * were called inactive; ? = inconclusive; . = no result given. Unless noted, no stated cut-off is given here; in the data, active means inhibition above about 50%; inactive means the rest.

SMILES	RSV antiviral HEp-2	human PMI inhibitors	Salmonella PhoP GFP	Large T inhibition	Insulin prom up	Insulin prom up cell count	TNAP activation fold	ER stress rescue	human PMI inhibition	West Nile antiviral
O=C(Nc1ccccc1)O/N=C1\CCCCC1c1ccc([N+](=O)[O-])cc1[N+](=O)[O-] (centres undefined)	2.5%	33%	-8%	0%	.	.	1	-1.5%	32%	-0.5%
Cc1cc(NS(=O)(=O)c2ccc(NC(=O)CSc3nc4sc(C)c(C)c4c(=O)[nH]3)cc2)no1	-0.7%	-21%	-1%	9%	1.3	1192	0.9	-0.8%	-26%	2.2%
Cc1cc(C(=O)N/N=C/c2ccc([N+](=O)[O-])s2)n[nH]1	1.2%	.	43µM*	14%	.	.	.	.	.	-1.5%
C=CCC(C#Cc1ccccc1)N(C)C (centres undefined)	1.1%	-7%	2%	20%	-0.33	1124	0.9	-0.5%	-9%	0.1%
O=[N+]([O-])c1ccc(Nc2ccc(N3CCOCC3)cc2)c([N+](=O)[O-])c1	0.6%	0%	-6%	0%	0.98	974	1	-0.4%	0%	-0.6%
CC1(C)CC(=O)C(CC2CCCCC2=O)C(=O)C1 (centres undefined)	0.9%	.	3%	6%	.	.	.	.	.	-0.1%
COc1ccc(NC(=O)CN(c2ccc(OC)cc2)S(=O)(=O)c2c(C)nn(C)c2C)cc1	0.1%	.	-1%	-4%	.	.	.	.	.	-0.1%
CC(C)Cc1nnc(NC(=O)CCC(=O)N2CC(C)CC(C)C2)s1 (centres undefined)	1.7%	.	10%	2%	.	.	.	.	.	0.1%
CCN(CC)S(=O)(=O)c1ccc(C)c(NC(=O)CNCc2ccccc2OC)c1	1.9%	.	-2%	6%	.	.	.	.	.	0.5%
O=C(NC1CCN(C(=O)NCc2ccccc2)CC1)c1ccccc1	1.3%	.	-4%	9%	.	.	.	.	.	0.6%
CCN(CC)CCCN1C=C2C(=O)C(C)(OC(=O)C3CCCC3)C(=O)C=C2C=C1c1ccsc1 (centres undefined)	-1.4%	.	3%	26%	1.1	795	.	.	.	0.5%
O=C(N/N=C/c1cccnc1)C1CCCN(S(=O)(=O)c2ccccc2)C1 (centres undefined)	-0.9%	11%	16%	9%	0.3	1865	1.1	-2.0%	7%	0.1%
Clc1ccc(-n2ncc3c(NCCN4CCOCC4)ncnc32)cc1	0.3%	3%	-2%	1%	0.06	1208	1	-2.5%	4%	-0.2%
COc1cc(CN=Cc2c(O)n(Cc3ccccc3)c(=S)[nH]c2=O)cc(OC)c1	1.6%	.	1%	18%	0.38	1045	.	.	.	0.0%
Cn1c(CNC(=O)CCNC(=O)c2ccccc2)cc(=O)n(C)c1=O	1.2%	.	-9%	8%	.	.	.	.	.	-0.5%
CCOc1ccc(NC(=O)[C@H](C)NC(=O)C2CC(=O)N(c3ccc(OC)cc3)C2)cc1 (some centres undefined)	0.7%	.	3%	-5%	.	.	.	.	.	-0.3%
Cc1ccc(-c2nnc(-c3ccc(NC(=O)c4ccco4)cc3)o2)cc1	5.4%	10%	1%	4%	.	.	1.1	.	76%*	0.8%
CC(C)(C)C(=O)NC(=C(Cl)Cl)P(=O)(O)O	-0.2%	-16%	-17%	1%	0.16	1713	1	0.8%	-8%	-0.1%
COc1ccc(CC(=O)Oc2ccccc2C)cc1	0.7%	.	4%	10%	.	.	.	.	.	-0.2%
COc1cc2c(cc1OC)[C@@H]1Cc3cc4c(cc3[C@H](C2)N1C)OCO4	0.3%	-13%	3%	21%	-0.58	1383	1.1	-3.7%	-14%	-0.2%
CC(NC(=O)CN(C1CCCCC1)S(C)(=O)=O)c1ccccc1 (centres undefined)	2.2%	-5%	2%	1%	.	.	1.1	-1.5%	-3%	0.9%
CCC(C)OC(=O)C1=C(C)NC(=O)NC1c1ccc(F)cc1 (centres undefined)	1.4%	6%	3%	0%	-0.85	1000	1.1	-1.4%	5%	-0.7%
COC(=O)N1CC(=O)N(OC)C1c1ccc(Cl)cc1Cl (centres undefined)	1.7%	-1%	-7%	11%	-0.42	1611	1.1	0.1%	5%	0.3%
Cc1ccc(SC(C)C(=O)N2CCN(c3ccccc3)CC2)cc1 (centres undefined)	1.5%	.	5%	4%	.	.	.	.	.	0.0%
O=S(=O)(NN1CCOCC1)c1cc(Cl)cc(Cl)c1O	1.5%	.	-5%	32%	.	.	.	.	.	-0.1%
CCCn1c2ccc(F)cc2c2nnc(NN)nc21	2.7%	7%	3%	-6%	-0.26	1248	1	-0.8%	-25%	-0.6%
CCOCCCNC(=S)NCCCNc1nc2c(C)cc(C)cc2cc1C#N	.	-111%	2%	17%	-0.58	1508	1.4	-1.3%	-70%	-0.7%
CC1=NN(C(=S)Nc2ccccc2)C(c2ccccc2)C1 (centres undefined)	3.0%	14%	-5%	4%	0.96	1339	1	-1.0%	10%	-0.8%
COc1ccc(C2CC(c3cccs3)=NN2C(=O)CSc2nncs2)cc1OC (centres undefined)	-1.0%	4%	-5%	11%	-0.27	1314	1	-1.8%	-9%	-1.1%
Cc1ccc2cc(CCNC(=O)C(=O)c3c(C)[nH]c4ccccc34)c(=O)[nH]c2c1	1.4%	-1%	13%	8%	0.14	1609	1.1	-1.1%	4%	0.1%
Cc1ccc(C(=O)C(OC(=O)COc2ccccc2C)c2ccccc2)cc1 (centres undefined)	-0.2%	8%	17%	6%	0	1583	1.1	1.2%	8%	0.0%
N/C(=N\OC(=O)CCc1ccccc1)c1cccnc1	1.8%	-8%	-2%	9%	-0.18	1676	1.1	-2.1%	-5%	0.2%
Cc1oc(C)c(C(=O)Nc2ccc(CC(=O)O)cc2)c1C(=O)Nc1ccc(CC(=O)O)cc1	0.5%	8%	2%	12%	-0.58	1205	1	0.1%	12%	0.2%
Cn1c(=S)c2[nH]c(SCCN3CCCC3)nc2n(C)c1=O	0.5%	.	-5%	18%	0.64	733	.	.	.	0.8%
S=C1NCN(Cc2ccccc2)CN1C1CCCCC1	-0.2%	-5%	-3%	5%	-0.14	1204	1	-0.9%	-5%	-0.2%
O=C(NCCCO)/C(=C/c1ccc(-c2cccc([N+](=O)[O-])c2)o1)NC(=O)c1ccccc1	0.2%	-5%	-3%	12%	-0.64	1519	1.1	0.9%	7%	0.3%
O=C(C1CCN(Cc2ccccc2O)CC1)N1CCN(Cc2ccc3c(c2)OCO3)CC1	-0.8%	.	7%	15%	.	.	.	.	.	-0.6%
CC(=O)c1ccc(NC(=S)Nc2ccc3cn[nH]c3c2)cc1	0.0%	48%	0%	10%	0.28	1329	1.1	-1.0%	44%	-0.2%
COc1ccc(C(c2sc3nc(C)nn3c2O)N2CCC3(CC2)OCCO3)cc1 (centres undefined)	1.5%	6%	-1%	2%	0.73	1470	1	-0.2%	10%	0.5%
O=C1OCCC1Sc1nnc(-c2ccco2)n1-c1ccccc1 (centres undefined)	-0.4%	-48%	-1%	5%	-0.58	1246	1.1	-1.8%	-34%	-0.2%
O=C(CCCSc1ccccc1)Nc1cccc(CO)c1	0.4%	.	-1%	25%	.	.	.	.	.	1.4%
O=C(Nc1ccc(Cl)c(Cl)c1)c1cccnc1	7.6%	.	10%	3%	.	.	.	.	.	-0.9%
O=C(c1cccc(S(=O)(=O)N2CCN(c3ccccc3)CC2)c1)N1CC=C(c2ccccc2)CC1	13%	.	9%	0%	.	.	.	.	.	-0.2%
O=C(C1=C(O)C(=O)N(CC2CCCO2)C1c1ccc(Cl)cc1Cl)c1ccco1 (centres undefined)	0.6%	.	5%	10%	.	.	.	.	.	0.4%
O=C(COC(=O)c1cc(=O)c2ccccc2o1)NCC1CCCCC1	2.3%	-18%	-6%	15%	0.66	1256	1.1	.	-18%	0.3%
CC1CCCC(C)N1C(=O)COC(=O)c1ccc[nH]c1=O (centres undefined)	1.3%	7%	3%	1%	0.27	1295	1.1	.	10%	0.1%
Cc1ccc(NC(=O)c2nc[nH]c2C(=O)N[C@@H](CCCCNC(=O)OC(C)(C)C)C(=O)OC(C)(C)C)cc1	-4.7%	.	3%	17%	0.08	936	.	.	.	-0.1%
COc1cc(C(=O)NN(CCC#N)C2=NS(=O)(=O)c3ccccc32)cc(OC)c1OC	0.1%	.	6%	-3%	.	.	.	.	.	0.1%
O=S(=O)(c1cccc(-c2n[nH]c(=S)n2C2CCCC2)c1)N1CCOCC1	3.6%	-7%	-9%	29%	0.44	1080	1.1	-1.8%	-8%	-0.5%
CC(=O)NC(=S)Nc1ccc2oc(-c3cc(F)c(F)cc3Cl)nc2c1	1.3%	-6%	-1%	10%	-0.48	1368	1.1	0.0%	0%	-0.6%
CCN(C1CCCCC1)S(=O)(=O)c1ccc(S(=O)(=O)N2CCN(CCC#N)CC2)cc1	6.8%	18%	10%	-5%	0.28	1847	1.1	.	19%	-0.5%
C/C(=N\Nc1nc2ccccc2c(=O)n1O)c1ccco1	-1.7%	.	-6%	10%	.	.	.	.	.	-0.7%
COc1ccccc1CN1CCNC(=O)C1CC(=O)NCc1cn(C)nc1C (centres undefined)	0.5%	.	1%	20%	.	.	1.1	3.3%	.	0.4%
O=C(c1csc2c1CCCC2)N1CCN(c2ccc(F)cc2)CC1	?	-13%	4%	12%	.	.	1	0.9%	-18%	-0.9%
CCCSc1nnc(NC(=O)Nc2ccccc2OC)s1	2.2%	.	-2%	13%	-0.08	1156	.	.	.	-0.2%
CCCn1c(N)c(N(CCOC)C(=O)c2ccc(Cl)c([N+](=O)[O-])c2)c(=O)[nH]c1=O	0.8%	.	7%	-2%	.	.	.	.	.	0.1%
CCC(C)NC(=O)[C@H](CSCc1ccccc1)N1Cc2ccccc2C1=O (some centres undefined)	0.5%	10%	2%	2%	-0.92	1252	1.1	0.8%	6%	.
Cc1ccc(N=c2c([N+](=O)[O-])nn(-c3ccc(Cl)cc3)n2O)cc1C	?	15%	-8%	12%	1.4	1096	1	-0.7%	-23%	-0.7%
Cc1ccc(CSc2nnc(-c3cnccn3)n2C)cc1	.	.	2%	-2%	0.97	1104	.	.	.	?

Gathered by group, those above with a tert-butyl group.
SMILES	RSV antiviral HEp-2	human PMI inhibitors	Salmonella PhoP GFP	Large T inhibition	Insulin prom up	Insulin prom up cell count	TNAP activation fold	ER stress rescue	human PMI inhibition	West Nile antiviral
CC(C)(C)C(=O)NC(=C(Cl)Cl)P(=O)(O)O	-0.2%	-16%	-17%	1%	0.16	1713	1	0.8%	-8%	-0.1%
Cc1ccc(NC(=O)c2nc[nH]c2C(=O)N[C@@H](CCCCNC(=O)OC(C)(C)C)C(=O)OC(C)(C)C)cc1	-4.7%	.	3%	17%	0.08	936	.	.	.	-0.1%
